CCHFV vOTU inh: blocks the CCHF virus ovarian tumor domain protease. CCHFV vOTU protease, Pep-AMC fluorescence. inhibition, % at 11.5 µM. 0.55% of 370,000 active; in the data active means inhibition above about 30%; further: 0% = vehicle wells with enzyme and 100% = no enzyme wells
BoNT A protease: BoNT A light chain protease inhibition; multiplex microsphere protease substrate cleavage, flow cytometry; inhibition, % at 10 µM; 0.17% of 360,000 active; further: plate controls were buffer without enzyme for full effect and enzyme alone for no effect
DUSP3 inh: inhibitors of human VHR1 phosphatase (DUSP3); P51452; recombinant VHR phosphatase, pNPP absorbance; inhibition, % at 13.3 µM; 0.52% of 290,000 active; in the data active means inhibition above about 50%; further: some compounds called inactive have numbers as strong as hits
BH1578 lux ind: inducers of Vibrio cholerae quorum light production without autoinducers; 0.16% of 350,000 active; V. cholerae BH1578 lux reporter, luminescence, 6 h; AID 588436; activation, % at 18.7 µM; in the data active means activation mostly above about 9.7%, no sharp cut-off; inconclusive means no clear call, values can overlap the other calls; inactive means mostly below about 3.7%; further: not every result past the cut was called active; inactives centre near 0; reference of the scale not given here
TcdB inh: TcdB glycohydrolase inhibition; P18177; TcdB glycohydrolase enzymatic assay, plate reader; inhibition, % at 9.99 µM; 0.24% of 350,000 active; AID 652162; in the data active means inhibition above about 10%
Yp Topo-I inh: Y. pestis Topo-I inhibition via cleavage products; activity, % at 10 µM; 0.064% of 360,000 active; Y. pestis Topo-I cleavage product accumulation, plate reader; in the data active means activity above about 50%, passing the limit was not always enough; inconclusive means no clear call, values can overlap the other calls; further: inactives centre near 2
PriA SSB inh: K. pneumoniae PriA-SSBct interaction inhibition. inhibition, % at 33 µM. AlphaScreen SSBct-PriA binding, biotinylated peptide. AID 1272365. 0.6% of 430,000 active; in the data active means inhibition mostly above about 37%, no sharp cut-off; inactive means mostly below about 20%;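 further: plate controls were negative control peptide for no effect and reference peptide for full effect; strong numbers were not always called active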
PfHsp40 rescue: restores yeast growth despite PfHsp40 toxicity | S. cerevisiae expressing PfHsp40, growth rescue, ATP luminescence | growth rescue, % at 12.5 µM | AID 504582 | 0.68% of 340,000 active; in the data active means growth rescue above about 28%, passing the limit was not always enough; inconclusive means no clear call, values can overlap the other calls;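 further: yeast W303a lacking pdr1 and pdr3 grown in galactose medium; growth measured after three days at 30 °C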
SARS 3CLpro inh: SARS-CoV 3CLpro protease inhibition; recombinant SARS-CoV 3CLpro, quenched FRET peptide cleavage; inhibition, % at 6 µM; 0.14% of 290,000 active; AID 1706; in the data active means inhibition above about 12%
Anthrax LF prot: anthrax lethal factor protease inhibition; P15917; multiplex microsphere protease cleavage assay, LF; inhibition, % at 10 µM; 0.12% of 360,000 active; further: plate controls were buffer without enzyme for full effect and enzyme alone for no effect
* hit, by the source's call; i = inactive; ? = inconclusive; nt = not tested or not shown; & = joins results of further samples. Unless noted, no stated cut-off is given here; in the data, active means inhibition above about 30%; inconclusive means no clear call, values can overlap the other calls; inactive means below that. An excerpt (hit frequency here may not be typical).

SMILES	CCHFV vOTU inh	BoNT A protease	DUSP3 inh	BH1578 lux ind	TcdB inh	Yp Topo-I inh	PriA SSB inh	PfHsp40 rescue	SARS 3CLpro inh	Anthrax LF prot
Cc1cc(C)n(-c2ccc(S(N)(=O)=O)cc2[N+](=O)[O-])n1	6	-0.8	19	-0.2	0.5	6	1	-1.3	0	-3
Cc1ccc(NC(=O)C2C3CC4OC(=O)C2C4C3)cc1Cl (stereo unspecified)	-3	-0.2	-12	-0.4	nt	-6	-11	0.2	-1	1
ON/C=N/C(=S)Nc1ncc(C(F)(F)F)cc1Cl	-5	-0.7	18	-1.8	1.0	-6	nt	2.0	5	5
COc1ccc2[nH]cc(CCN3C(=O)c4ccc(C(=O)O)cc4C3=O)c2c1	-3	-1.3	-8	0.8	-0.2	-2	-1	0.0	0	4
CC1(C)CC(=O)C=C(NCC2CCCO2)C1 (stereo unspecified)	7	0.2	-1	-0.9	0.5	-5	-6	-0.3	-11	-2
COc1cccc(/C=N/n2cnc3ccccc32)c1OC	5	8.8	30	i	nt	8	nt	-1.2	3	-15
O=S(=O)(Nc1ccc2cn[nH]c2c1)c1ccc(Cl)cc1	nt	0.7	7	-0.4	nt	-3	-5	-0.4	3	-3
C/C(CC(=O)Nc1ccc2c(c1)OCCO2)=N\NC(=O)COc1cccc(C)c1	10	-1.8	-19	-0.3	-0.8	16	nt	-1.0	3	0
CCn1c(-c2ccccc2)c[nH]c1=S	-3	-0.3	19	-0.3	nt	7	4&13	-0.2	1	1
Cc1ccc(Cn2nnc3c(=O)[nH]c(C4CCN(S(=O)(=O)c5ccccc5)CC4)nc32)cc1	nt	-0.2	43	-0.3	0.6	29	-9	0.5	0	-4
O=Cc1ccc(Oc2nc(Cl)ncc2F)cc1	-9	?	0	2.0	1.1	-2	3	3.3	-1	1
Cc1ccc2c(c1)[nH]c1c(=O)n(Cc3ccco3)cnc12	1	1.0	4	-0.6	-0.2	5	0	0.7	-2	2
O=C1C2C3C=CC(C3)C2C(=O)N1CNc1ccccn1 (stereo unspecified)	-4	0.0	19	0.8	nt	-5	-12	44*	1	0
O=C(Nc1ccc(F)cc1)c1cc(S(=O)(=O)Nc2ccc(F)cc2)cs1	3	0.2	5	nt	-0.6	0	4	20	2	-2
CC(CCc1ccccc1)NC(=O)c1ccc(Cl)nc1 (stereo unspecified)	6	2.2	22	-0.4	nt	1	-3	1.9	-2	0

Limited to PriA SSB inh, PfHsp40 rescue and SARS 3CLpro inh (3 entries from above):
Structure,PriA SSB inh,PfHsp40 rescue,SARS 3CLpro inh
O=Cc1ccc(Oc2nc(Cl)ncc2F)cc1,3,3.3,-1
Cc1ccc2c(c1)[nH]c1c(=O)n(Cc3ccco3)cnc12,0,0.7,-2
O=C1C2C3C=CC(C3)C2C(=O)N1CNc1ccccn1 (stereo unspecified),-12,44*,1

Continuation.
SMILES	CCHFV vOTU inh	BoNT A protease	DUSP3 inh	BH1578 lux ind	TcdB inh	Yp Topo-I inh	PriA SSB inh	PfHsp40 rescue	SARS 3CLpro inh	Anthrax LF prot
CC1CCC2C(=O)N(c3ccc(NC4CCCCC4)c([N+](=O)[O-])c3)C(=O)C2C1 (stereo unspecified)	5	-0.3	-4	-0.1	nt	22	11	1.2	3	-2
CC(Oc1ccc(Cl)cc1)C(=O)Nc1ccc(S(=O)(=O)Nc2nccs2)cc1 (stereo unspecified)	6	-1.7	20	-0.5	3.6	23	0	-0.4	1	-8
O=C(NCCCN1CCOCC1)c1cc2c(s1)CCC2	9	1.2	32	nt	nt	1	-14	-1.1	0	2
CC1(C)C[C@@H](O)[C@]2(C)CC[C@]3(C)C(=CCC4[C@@]5(C)CC[C@H](O)[C@](C)(CO)C5CC[C@]43C)[C@@H]2C1 (stereo partly specified)	-9	0.0	nt	-0.4	0.6	5	-16	0.9	nt	-3
CCOC(=O)C1(C)CCCN1C(=O)c1cc(F)ccc1C (stereo unspecified)	5	-0.1	nt	1.2	1.1	2	nt	nt	nt	-1
Cc1ccc(NC(=O)C2CCCN(S(=O)(=O)c3cccnc3)C2)c(C)c1 (stereo unspecified)	-7	1.2	16	-5.3	1.5	1	-1	0.2	-2	1
Cc1nc2ccc3nc(NC(=O)C4COc5ccccc5O4)sc3c2s1 (stereo unspecified)	-6	-0.5	28	nt	-0.1	-2	-8	0.7	1	-1
CCCNC(=S)N1CCC(C(=O)c2ccc(Cl)cc2)CC1	12	-0.3	2	i	-0.1	1	4	-0.2	-5	7
S=C(NCc1ccco1)Nc1ccc(Br)cn1	-6	-1.3	-9	-1.9	-1.1	9	-1	0.3	1	0
CCOc1ccccc1NC(=O)c1nnn(CC(=O)Nc2cc(C)cc(C)c2)c1N	3	-0.1	-9	i	2.4	-9	6	-0.8	-3	-1
Cc1ccc(NC(=O)CN2C(=O)NC3(CCCCC3C)C2=O)cc1S(=O)(=O)N1CCOCC1 (stereo unspecified)	17	-0.5	nt	-4.5	0.3	5	nt	nt	nt	-2
Cc1ccc(/C=C/C(=O)Nc2ccc([N+](=O)[O-])cc2)o1	0	1.1	5	-0.4	0.0	-7	-2	-0.8	4	0
O=C(CSCc1ccc(Br)cc1)Nc1ccc(S(=O)(=O)N2CCOCC2)cc1	-12	-0.5	26	-2.4	nt	-6	-6	0.4	1	0
Cc1cc(C)cc(-n2c(C)cc(/C=N/NC(=O)c3cccc([N+](=O)[O-])c3C)c2C)c1	7	-0.4	4	nt	0.3	-5	nt	-0.8	-3	-5
Cc1cc(C)c(NC(=O)CN2CCN(S(=O)(=O)c3ccc4c(c3)OCCO4)CC2)c(C)c1	-19	-0.2	nt	-4.5	0.5	26	nt	nt	nt	-5
COc1cccc(/C=N/NC(=O)C(C)n2nc(C)c([N+](=O)[O-])c2C)c1O (stereo unspecified)	-4	-0.4	-8	-0.4	-6.3	-4	nt	2.0	3	0
CC(C)CCn1c(SCC(=O)NC2CC2)nc2cc(Cl)ccc2c1=O	-9	0.9	nt	-5.6	1.3	-1	1	-1.5	nt	0
CCOCCCNCC(=O)NC1(C)C2CCC(C2)C1(C)C (stereo unspecified)	6	-0.3	-10	i	nt	3	-14	-1.1	7	1
CN(C)CCCn1c(SCc2c(Cl)cccc2Cl)nnc1-c1ccncc1	4	nt	26	-0.4	0.3	1	-11	1.0	0	nt
CCOc1cccc(/C=N/N2C(=O)CSC2=S)c1O	3	-0.3	26	-0.3	-2.7	10	nt	0.1	2	1
O=C(Nc1cc(C(F)(F)F)ccc1N1CCOCC1)c1ccc2ccccc2n1	0	0.5	1	-1.3	nt	4	-7	0.0	2	-5
COc1ccc(NC(=O)CC2C(=O)NCCN2C(=O)Nc2ccc(C(F)(F)F)cc2)cc1 (stereo unspecified)	10	0.9	10	i	1.4	-9	1	-0.5	13*	-2
NC(=O)C1CCN(S(=O)(=O)Cc2ccccc2Cl)CC1	-5	-0.2	17	-0.9	0.6	0	-8	0.8	1	2
Cc1ccccc1CN(c1ccc(C(=O)NCc2ccccn2)cc1)S(C)(=O)=O	6	0.0	26	4.1	0.6	14	8	0.2	0	-1
Cc1ccc(N(C(=O)Cn2nnc(-c3cccs3)n2)C(C(=O)NC2CCCC2)c2ccncc2)cc1 (stereo unspecified)	-7	-2.3	48	i	nt	-8	-1	-0.7	1	-1
CCn1c(SCC(=O)c2ccc(Cl)cc2)nnc1C(C)C	9	2.1	15	-1.0	nt	-6	-4	0.7	-2	-1
Cc1nn(C)cc1/C=N/NC(=O)Cn1cncn1	-3	nt	-10	0.5	0.3	-3	i	nt	-4	nt
COC(=O)[C@]1(Sc2ccc(C)cc2)CC(=O)N[C@@H]1c1ccccc1	-4	0.3	nt	nt	0.9	nt	nt	nt	nt	0
Cc1cc(C)cc(NC(=O)C[n+]2ccccc2)c1	1	-18	22	-0.1	0.5	-2	-11	-1.0	1	-4
CC(C)CC1OC(C)Cc2[nH][nH]c(=O)c21 (stereo unspecified)	2	1.4	nt	nt	1.4	nt	nt	nt	nt	5
COc1ccccc1NCC(=O)N/N=C(\C)c1ccc(Br)s1	-3	1.0	-7	-0.4	1.1	1	nt	-0.8	3	-3
COc1ccc(NC2CCCN(C(=O)c3csc(C(C)C)n3)C2)cc1 (stereo unspecified)	13	-0.9	39	-0.5	0.9	0	-3	-0.6	-3	1
O=C(CCNS(=O)(=O)c1ccccc1)NCCCc1ccccc1	3	-3.9	nt	-1.7	2.4	10	-4	0.9	nt	2
Cc1cc(Cl)ccc1NC(=O)/N=C1/NC(=O)CS1	-1	0.5	nt	nt	0.3	nt	nt	nt	nt	-3
COC(=O)CN1C(=O)N/C(=C/c2ccc(C)o2)C1=O	-6	-0.5	3	i	-0.8	7	-9	-0.1	3	-2
COc1ccccc1OCC(=O)Nc1ccncc1	7	3.1	0	i	-0.6	1	-14	0.7	-3	-8
Cc1cnc(NC(=O)CCCNC(=O)c2ccc(Cl)cc2)s1	-4	0.3	nt	-0.3	1.6	4	-19	-1.3	nt	5
Cc1ccc(S(=O)(=O)Nc2ccc3c(c2)C(=O)N([C@@H](C)CO)C[C@@H](C)[C@@H](CN(C)S(=O)(=O)c2ccccc2)OCCCC[C@H](C)O3)cc1	13	0.0	nt	1.1	1.2&0.0	21	nt	nt	nt	-4
O=C(OCCN=C1NS(=O)(=O)c2ccccc21)c1cccs1	-5	0.0	30	i	0.6	6	3	0.3	3	-10
CCn1c(=O)c2c(n3cnnc13)-c1ccccc1CC21CCCCC1	-6	0.9	27	nt	nt	6	-9	0.8	3	-8
Cc1nc2c(ccc3c2ccc2nc(C)sc23)s1	0	nt	-12	nt	nt	nt	-3	nt	8	nt
COc1cccc(-c2sc3ccc(OC)cc3c2-c2ccc(OCCN3CCCCC3)cc2)c1	nt	0.0	nt	-0.6	nt	15	1	24	nt	-7
COc1cccc(C(=O)c2sc(NC(C)C)nc2N)c1	11	-0.5	13	0.3	nt	-1	3	-0.1	2	-2
Cc1ccc(N(CC(=O)NC(C)C)C(=O)CCC(=O)Nc2nccs2)cc1C	-10	-4.1	6	i	1.1	-5	-14	-0.3	-4	-11
O=C(Nc1ccc(F)cc1)c1nn(-c2ccccc2)c(=O)cc1Cl	13	0.0	17	-0.3	1.5	3	4	-1.1	10	-5
Cc1ccc(C(=O)OCCOc2cccc(Cl)c2)cc1S(=O)(=O)N1CCOCC1	7	3.5	nt	-0.3	-0.3	5	-9	0.4	nt	4
O=C(Nc1ccc2c(c1)OCO2)c1ccc[n+]([O-])c1	0	0.4	10	nt	nt	-4	-12	0.4	1	-4
CN(c1ccccc1)S(=O)(=O)c1ccc(C(=O)N2CCCC(C(F)(F)F)C2)cc1 (stereo unspecified)	7	-2.1	6	i	-0.5	17	0	-0.8	-1	0
CC(C)=C1SC(N2CCOCC2)=NC1=O	8	-0.3	-4	-0.6	nt	2	-18	-0.6	-5	-17
CCOc1ccc(-c2c(C(=O)N/N=C/C3CC=CCC3)nnn2-c2nonc2N)cc1 (stereo unspecified)	9	2.3	6	-0.3	3.6	5	nt	0.6	3	1
CCOC(=O)C1CCN(CCC(=O)Nc2ccc(Cl)cc2)CC1	-1	-0.2	19	1.0	nt	-8	-10	0.8	3	3
O=C(/C=C/c1ccccc1[N+](=O)[O-])N1CCc2ccccc2C1	5	-1.2	-8	i	-0.4	6	5	-0.1	-5	-2
CCOC(=O)C1=C(N)OC(C)=C(C(=O)OCCOC)C12C(=O)Nc1ccccc12 (stereo unspecified)	-3	-1.9	20	-6.7	nt	-6	3	-0.3	2	-11
Nc1c(C(=O)NCc2ccco2)sc2nc3c(cc12)C(=O)CCC3	1	-0.1	24	-0.5	-0.4	-2	-1	-0.3	-8	2

Screening results: PubChem, several laboratories
